# Screens deposited in PubChem by several laboratories.
# GC-A act – GC-A (human) enzyme activation; P16066; HEK293 GC-A cells, cGMP TR-FRET, EC30 ANP; 0% at EC30 ANP, 100% saturating ANP; activation, % at 10 µM; 370,000 compounds, 0.14% hits; AID 1671463; in the data active = activation above about 40%
# ssDAF12 agonist – S. stercoralis DAF-12 activation, primary screen; HEK293 ssDAF-12/GRIP1 lit1-tk-luc reporter, luminescence; % of 3 µM dafachronic acid response; activation, % at 6.8 µM; 370,000 compounds, 1% hits; AID 652126;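 active = activation above the mean over all tested compounds plus 3 SD, cut at about 0.9% in these data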;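 also: 0% = DMSO-only wells and 100% = 3 µM delta7-dafachronic acid wells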
# hgDAF12 agonist – hgDAF-12 agonism, primary luciferase screen; HEK293 GAL4-hgDAF12 UAS-luciferase reporter, agonist luminescence; normalized to butyrate control; activation, % at 6.8 µM; 370,000 compounds, 1.8% hits; AID 687014;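 active = activation above a cutoff set at the mean of all screened compounds plus 3 SD, cut at about 10% in these data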;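 also: 0% = DMSO wells and 100% = sodium butyrate wells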
# ADAM10 inh – ADAM10 inhibition, QFRET primary screen. recombinant ADAM10, EDANS/DABCYL FRET peptide cleavage, 3 h. inhibition, % at 7 µM. 370,000 compounds, 0.62% hits. AID 720582;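 active = inhibition above a per-campaign cutoff equal to the mean of compounds falling between control-based bounds plus 3 SD, cut at about 20% in these data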;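 also: 0% = DMSO wells while the 100% control is not disclosed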
# Target sequence (O14672 214-748 limits assumed): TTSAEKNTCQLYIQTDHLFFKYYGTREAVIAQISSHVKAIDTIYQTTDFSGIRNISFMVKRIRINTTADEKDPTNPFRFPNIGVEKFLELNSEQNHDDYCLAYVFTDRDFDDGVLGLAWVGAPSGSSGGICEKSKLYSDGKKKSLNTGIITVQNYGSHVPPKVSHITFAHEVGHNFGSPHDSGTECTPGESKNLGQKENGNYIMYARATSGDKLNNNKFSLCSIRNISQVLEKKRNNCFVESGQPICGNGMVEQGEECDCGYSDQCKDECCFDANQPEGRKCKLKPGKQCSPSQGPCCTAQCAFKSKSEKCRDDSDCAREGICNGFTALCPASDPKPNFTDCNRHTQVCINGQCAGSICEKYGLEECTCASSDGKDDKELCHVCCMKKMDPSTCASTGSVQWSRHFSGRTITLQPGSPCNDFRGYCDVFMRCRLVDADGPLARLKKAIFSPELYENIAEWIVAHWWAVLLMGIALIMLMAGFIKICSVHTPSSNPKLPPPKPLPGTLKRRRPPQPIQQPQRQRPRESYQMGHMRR
# hcDAF12 agonist – activates DAF-12 receptor from parasite H. contortus; HEK293 hcDAF-12 lit1-tk-luc reporter, luminescence; 0% DMSO, 100% Δ7-dafachronic acid; activation, % at 6.8 µM; 370,000 compounds, 1.4% hits;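 active = activation above the mean of all tested compounds plus 3 SD, cut at about 5.5% in these data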;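 also: 100% = response to 3 µM Δ7-dafachronic acid high control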
# ADAM17 inh – ADAM17 inhibition, QFRET primary screen. 370,000 compounds, 0.83% hits. AID 720648. inhibition, % at 6.95 µM. recombinant ADAM17, EDANS/DABCYL FRET peptide cleavage;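 active = inhibition above the mean of compounds lying between control limits plus 3 SD, set per campaign, cut at about 8.5% in these data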;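 also: 0% = DMSO-only wells as the low control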
# FXN GAA850 act – increases GAA850 frataxin promoter reporter activity; activation, % at 6 µM; 360,000 compounds, 0.56% hits; HEK293 lucGAA850 FXN promoter luciferase reporter, 24 h; percent of 10 µM SAHA response;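 active = activation above the average of all compounds screened plus 3 SD, cutoff fixed separately per campaign, cut at about 7.5% in these data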;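 also: 0% = DMSO wells and 100% = 10 µM SAHA wells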
# DAX1 inh-1 – inhibitors of DAX1 repression of SF-1 activated StAR promoter. HEK293T StAR-luciferase reporter, SF-1/DAX-1 repression relief. inhibition, % at 6.8 µM. 370,000 compounds, 1.1% hits. AID 652010;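 active = inhibition above the mean over all tested compounds plus 3 SD, cut at about 3.6% in these data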;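 also: 0% = DAX-1 cells with DMSO and 100% = cells lacking DAX-1 with DMSO; higher inhibition means more luminescence from relief of DAX-1 repression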
# DAX1 inh-2 – inhibitors of human orphan nuclear receptor DAX1 (NR0B1); P51843; HEK293 Gal4-DAX1 luciferase reporter, luminescence; inhibition, % at 6.75 µM; 340,000 compounds, 0.99% hits; AID 504766;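 active = inhibition above the mean over all tested compounds plus 3 SD, cut at about 4.2% in these data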;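 also: 0% = DAX1-transfected cells with DMSO and 100% = empty-vector control cells with DMSO; inhibition shows as a rise in luminescence from relieved DAX1 repression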
# Target sequence (P51843 207-470 limits assumed): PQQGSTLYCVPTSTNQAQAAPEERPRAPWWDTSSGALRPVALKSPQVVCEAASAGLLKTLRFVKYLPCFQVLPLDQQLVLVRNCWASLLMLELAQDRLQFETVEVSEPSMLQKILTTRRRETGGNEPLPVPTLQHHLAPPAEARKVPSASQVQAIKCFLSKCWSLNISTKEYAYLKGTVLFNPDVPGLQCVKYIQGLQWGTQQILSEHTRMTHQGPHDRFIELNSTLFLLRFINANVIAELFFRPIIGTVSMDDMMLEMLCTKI
# PG9 binder – binds the HIV-1 gp120 antibody PG9; 360,000 compounds, 0.43% hits; inhibition, % at 6.7 µM; TR-FRET gp120-PG9 antibody binding; AID 624416; in the data active = inhibition above about 8.5%
# SMARCA2 act – SMARCA2 function activation, primary screen | MG213 cells, MMTV-luciferase reporter, dexamethasone, overnight | activation, % at 9.1 µM | 370,000 compounds, 1% hits; in the data active = activation above about 7.8%;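 also: 0% = vehicle wells and 100% = reference activator wells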
# The depositor's hits bear a star; i = inactive; / = no result given. No enrichment for hits; any-hit rate near 6.8%.
SMILES,hcDAF12 agonist,PG9 binder,DAX1 inh-2,ssDAF12 agonist,ADAM17 inh,DAX1 inh-1,GC-A act,SMARCA2 act,FXN GAA850 act,ADAM10 inh,hgDAF12 agonist
Cc1ccccc1NC(=O)CCS(=O)(=O)c1ccc(Br)s1,1.3,-0.1,1.0,-0.8,0,0.4,1,-2,-1.3,-10,1.0
Cc1nnc(SCc2ccc(F)cc2)n1NC/C=C/c1ccccc1,-2.3,0.1,-1.9,-1.6,-1,-0.5,0,1,-0.7,-1,-2.0
CCOC(=O)COc1ccc2c(c1)C(=O)CC1(CCCCC1)O2,3.0,-0.6,-0.1,0.1,-333,0.5,1,-4,1.0,i,2.1
COC(=O)CSc1nc(-c2cccs2)ccc1C#N,6.5*,-1.3,4.0,1.8*,-264,5.9*,5,11*,5.1,i,12*
COc1cccc(-c2nc(CS(=O)(=O)CC(=O)NCCCN3CCN(C)CC3)c(C)o2)c1,-0.4,-0.4,0.3,-1.4,-4,-1.3,-1,-3,2.1,-3,0.2
Cc1cccc(NS(=O)(=O)c2cccc(C(=O)N3CCN(C/C=C/c4ccccc4)CC3)c2)c1,-1.9,0.4,-1.2,-1.6,2,-2.9,-3,-2,-2.3,-5,1.4
CN(C)S(=O)(=O)c1ccc(C(=O)Nc2nnc(-c3ccco3)o2)cc1,0.4,-2.3,0.2,-0.7,3,0.0,1,1,3.5,-2,3.2
CCc1cc(=O)oc2cc(OCC(=O)NCC3CCC(C(=O)O)CC3)ccc12 (centres undefined),0.2,4.3,-0.5,-0.9,-30,1.6,2,-2,-1.5,-134,-2.4
CCC1Oc2ccccc2N(CC(=O)NCCCN2CCN(Cc3ccccc3)CC2)C1=O (centres undefined),-3.4,-0.8,-0.9,-1.8,0,-0.2,-10,-2,1.6,-2,2.1
CCOc1ccc(-n2c(SCc3cccc4ccccc34)nnc2-c2ccc(C)cc2)cc1,-5.4,/,/,-2.5,-1,-2.4,-3,-6,/,-1,-3.3

# Another view of two compounds above:
# Under each structure: hcDAF12 agonist, PG9 binder, DAX1 inh-2, ssDAF12 agonist, ADAM17 inh, DAX1 inh-1, GC-A act, SMARCA2 act, FXN GAA850 act, ADAM10 inh, hgDAF12 agonist
COC(=O)CSc1nc(-c2cccs2)ccc1C#N
 : 6.5*, -1.3, 4.0, 1.8*, -264, 5.9*, 5, 11*, 5.1, i, 12*
CCc1cc(=O)oc2cc(OCC(=O)NCC3CCC(C(=O)O)CC3)ccc12 (centres undefined)
 : 0.2, 4.3, -0.5, -0.9, -30, 1.6, 2, -2, -1.5, -134, -2.4

# Returning to the listing, repeating the 3 entries before the break.
SMILES,hcDAF12 agonist,PG9 binder,DAX1 inh-2,ssDAF12 agonist,ADAM17 inh,DAX1 inh-1,GC-A act,SMARCA2 act,FXN GAA850 act,ADAM10 inh,hgDAF12 agonist
CCc1cc(=O)oc2cc(OCC(=O)NCC3CCC(C(=O)O)CC3)ccc12 (centres undefined),0.2,4.3,-0.5,-0.9,-30,1.6,2,-2,-1.5,-134,-2.4
CCC1Oc2ccccc2N(CC(=O)NCCCN2CCN(Cc3ccccc3)CC2)C1=O (centres undefined),-3.4,-0.8,-0.9,-1.8,0,-0.2,-10,-2,1.6,-2,2.1
CCOc1ccc(-n2c(SCc3cccc4ccccc34)nnc2-c2ccc(C)cc2)cc1,-5.4,/,/,-2.5,-1,-2.4,-3,-6,/,-1,-3.3
CC(=O)c1cccc(NC(=O)C23CC4CC(C2)CC(n2cncn2)(C4)C3)c1,-2.2,0.1,1.9,-1.1,-2,0.8,1,-3,0.1,-3,1.7
COCCNC(=O)C(OC(=O)CC1Sc2ccccc2NC1=O)c1ccccc1 (centres undefined),0.0,-2.8,0.0,-1.0,-4,0.3,-9,3,2.0,-7,3.6
CC(C)(C)c1cc(P(=O)(c2ccccc2)c2ccccc2)ccc1O,-2.1,1.4,0.4,-1.6,-1,1.2,-18,-2,5.5,4,3.8
Cc1cccc(C)c1NC(=O)CNC(=O)C(NC(=O)c1ccc(C(C)(C)C)cc1)C(C)C (centres undefined),-2.3,-0.1,1.1,-0.3,0,-0.2,3,-2,1.4,-5,0.2
Cn1cc(CCC(=O)N2CCCC(N3CCN(c4ccccc4F)CC3)C2)cn1 (centres undefined),-0.7,-0.4,1.2,-0.9,-4,-0.7,0,0,1.1,1,-0.3
COc1ccccc1CNCC(O)Cn1c2ccccc2c2ccccc21 (centres undefined),4.2,-0.1,1.3,-1.1,-2,-0.3,-34,-1,-1.4,0,0.3
O=C(Nc1ccc(S(=O)(=O)Nc2cnc3ccccc3n2)cc1)c1ccc([N+](=O)[O-])cc1Cl,-1.5,0.3,0.3,-1.4,-2,0.4,2,-1,3.4,-3,-2.7
COc1ccc(OC)c(S(=O)(=O)Nc2ccccc2F)c1,0.8,2.6,1.0,-1.6,-6,0.5,3,-1,0.1,-1,3.2
COc1ccc2c(c1)CSC(c1ccccc1)C2=O (centres undefined),2.5,-1.9,2.4,0.6,1,-1.1,-1,4,1.0,-4,4.5
C=CCNc1ccc2c(c1)OC[C@H](CC(C)C)NS2(=O)=O,-0.3,0.1,/,-1.4,-4,-1.3,1,2,/,-10,-3.5
CC1CC(NS(=O)(=O)c2cccs2)CC(C)(C)C1 (centres undefined),-2.6,-0.4,0.2,-1.4,-1,0.5,0,-2,4.1,-3,-1.5
CCC(c1c(C)[nH]oc1=O)c1c(C)[nH]oc1=O,-0.5,0.5,-0.8,-0.6,-3,0.3,-2,0,0.6,-6,-0.6
CCC(Sc1ccc2nnc(-c3ccc(OC)c(OC)c3)n2n1)C(=O)O (centres undefined),1.2,-1.0,0.2,-0.7,-3,0.5,-3,0,1.9,3,-2.1
CC1(C)Cc2c(cnn2-c2ccc(F)cc2)C(NC(=O)CCn2cncn2)C1 (centres undefined),1.4,-2.6,0.8,-0.8,-3,2.4,1,6,1.8,0,-0.4
O=C(CNC(=O)c1ccc(Br)cc1)NCc1cccnc1,-0.8,-1.5,-0.9,-1.5,-2,0.3,1,2,1.8,-6,1.3
CCN(CC)CCOCCn1c(C)ccc1C,-0.7,0.7,0.1,0.0,-6,-0.3,-4,2,-0.4,-16,-0.8
CN1/C(=C/C2CC(=O)NC2=O)C(C)(C)c2ccccc21 (centres undefined),-1.8,-2.3,1.9,-1.8,-5,-1.4,-5,4,-0.3,-7,1.0
COc1ccc(Br)cc1/C=N/n1c(COc2ccccc2)n[nH]c1=S,-0.1,0.7,0.2,-0.9,3,-0.1,-2,-4,0.8,9,-0.6
CCS(=O)(=O)N1CCN(c2ccc(C(=O)N3CCOCC3)cc2[N+](=O)[O-])CC1,-1.9,-3.4,-0.4,-1.4,0,-0.5,-1,3,2.7,-5,0.8
Cc1cccc(C)c1OCCN1CCOCC1,0.5,-2.5,0.6,-1.6,-2,-0.4,6,4,0.1,-2,2.0

# With a hit mark in hcDAF12 agonist, among the entries above:
structure,hcDAF12 agonist,PG9 binder,DAX1 inh-2,ssDAF12 agonist,ADAM17 inh,DAX1 inh-1,GC-A act,SMARCA2 act,ADAM10 inh
COC(=O)CSc1nc(-c2cccs2)ccc1C#N,6.5*,-1.3,4.0,1.8*,-264,5.9*,5,11*,i

# Later entries.
SMILES,hcDAF12 agonist,PG9 binder,DAX1 inh-2,ssDAF12 agonist,ADAM17 inh,DAX1 inh-1,GC-A act,SMARCA2 act,FXN GAA850 act,ADAM10 inh,hgDAF12 agonist
CCCc1ccc(NS(=O)(=O)c2c(C)oc(C)c2C(=O)OC)cc1,-1.1,-1.8,1.8,-1.1,1,0.0,-5,2,2.1,14,-0.2
CCOc1cc(C(=O)Nc2cc(=O)n(C)c(=O)n2C)cc(OCC)c1OCC,-2.0,-0.6,0.9,-1.1,-2,0.3,-1,-3,0.4,-1,2.0
CCN(CC)CCn1c(=S)[nH]c2cc(Cl)ccc2c1=O,-1.6,0.1,2.3,-1.1,-2,-1.0,2,-1,0.8,-2,-0.6
N#C/C(=C\c1cccnc1)c1nc2ccccc2[nH]1,2.7,-2.5,/,-0.8,-24,0.0,3,7,-1.0,-29,-1.0
Cc1ccc(Oc2ccccc2/C=C/C(=O)O)cc1,0.2,1.1,-0.6,-1.1,-1,0.1,2,-1,-0.8,-6,0.4
Cc1ccc(-c2nc(C3CCN(S(=O)(=O)c4ccc(C(C)(C)C)cc4)CC3)no2)cc1,-0.4,-3.0,-0.2,-1.8,-1,0.3,2,-3,0.2,-7,-0.4
O=C(O)/C=C\C(=O)Nc1cc(O)ccc1[N+](=O)[O-],-0.5,-2.6,-0.4,-0.8,-3,0.5,0,-3,1.0,1,-1.4
O=C(Nc1cccc(S(=O)(=O)N2CCCCCC2)c1)C1CCC1,-0.2,-1.5,-0.6,-0.8,-1,-1.7,3,-2,1.3,3,-2.3
CCNC(=S)N1CCC(c2nc3ccccc3s2)CC1,-2.0,-1.2,-1.1,-1.5,1,-0.8,2,-1,-0.7,2,-1.8
CCOC(=O)CSc1nc2cc(C(=O)N3CCC(C(N)=O)CC3)ccc2c(=O)n1C1CCCCC1,0.0,-0.9,4.0,-1.4,-4,0.4,2,0,1.4,4,4.3
CC(=O)c1cccc(NC(=O)c2ccc(OC3CSC3)cc2)c1,0.6,4.0,-1.2,-2.0,-2,0.1,-2,4,3.5,-2,3.9
CC(=O)N=c1c(C#N)cc2c(=O)n3cccc(C)c3nc2n1CCCOC(C)C,1.5,-1.1,/,-1.3,-280,0.1,7,0,2.5,i,-1.0
COc1cc(/C=N/NC(=O)c2ccccc2)ccc1O,3.9,-0.1,5.9*,-1.0,4,1.5,-3,7,2.4,-1,5.1
O=Cc1c(N2CCC3(CC2)OCCO3)nc2ccccn2c1=O,-1.7,-0.7,0.9,-1.5,-4,-0.1,1,0,0.6,0,-0.9
CN(C)c1ccc(C(c2ccc(N(C)C)cc2)c2ccc([N+](=O)[O-])cc2)cc1,-1.0,-0.8,0.6,-1.6,5,-0.7,3,-2,2.0,-1,0.5
CN(Cc1ccc(C(F)(F)F)cc1)C(=O)c1ccc(Oc2ccccc2)cc1,-2.2,3.7,1.3,-0.8,5,-0.2,-3,-3,-0.5,11,-2.5
CCn1c(NCc2c[nH]c3ccccc23)nc2ccccc21,3.5,-2.8,0.3,0.2,0,0.2,-2,7,0.6,5,4.3
COc1ccc(-c2nc(CCNC(=O)c3ccc(Br)o3)cs2)cc1,-2.6,-1.5,-1.0,-1.8,-4,-2.5,-6,-3,-0.6,-14,1.2
O=C(NC(=S)Nc1ccc(Oc2ccc(Cl)cc2)cc1)c1ccccc1,-0.3,-1.2,-0.9,-1.2,-5,0.7,-2,-2,-3.4,-10,1.4
CN(Cc1ccco1)S(=O)(=O)c1cc(F)ccc1CN1C(=O)c2cccnc2C1=O,-0.3,-1.9,1.6,0.1,-7,0.7,-1,-1,-0.7,-3,-0.7
COc1ccc(C2=NN(C(=O)CN3CCCC3)C(c3ccc(OC)cc3)C2)cc1 (centres undefined),2.1,-1.3,/,-1.9,-2,0.0,2,1,1.9,0,-0.8
Cc1ccc(C(=O)C2CCN(CC(=O)N3CC(C)CC(C)C3)CC2)cc1 (centres undefined),-1.8,/,/,-1.6,1,0.8,7,-4,/,-11,-1.8
Cc1ccc(C(=O)c2oc3ccccc3c2NC(=O)c2cc(-c3cc(C)ccc3O)n[nH]2)cc1,-0.2,-1.7,-0.1,-0.6,-3,0.1,3,-3,2.8,-7,4.8
